M17LAP inhibition: P. falciparum M17LAP inhibitors, primary screen, biochemical, fluorogenic H-Leu-NHMec substrate, 1536-well (AID 1619). inhibition, % at 30 µM, or IC50 in µM where a hit was titrated. hit rate 0.38% among 220,000. recombinant M17LAP, H-Leu-NHMec fluorogenic kinetic assay; higher % means a stronger effect;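 active = compound inhibiting the enzyme by more than half at any dose during confirmatory dose-response retesting; inconclusive = strong single-dose inhibitors picked by rank but not retested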;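 also: plate controls were full reaction with DMSO carrier for no effect and no enzyme background for full effect; strong numbers were not always called active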
Siah-1 displacement: Siah-1 peptide-binding antagonists, primary screen, biochemical, fluorescence polarization, rhodamine-plectin, uHTS (AID 1817) | Siah-1 / rhodamine-plectin peptide fluorescence polarization; higher % means a stronger effect | one-dose displacement, % at 20 µM; IC50 in µM for titrated hits | hit rate 0.02% among 290,000;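 active = displacement of at least 50% at 20 µM, with a fluorescence ratio check between 0.3 and a set limit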;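 also: plate controls were Siah plus tracer with DMSO for no effect and tracer alone without Siah for full effect; strong numbers were not always called active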
Dynein cargo inh: blocks dynein driven cargo transport along microtubules; z-score, hits read low; hit rate 0.47% among 220,000; 3617.4 mouse cells, GR-EGFP nuclear translocation imaging; test concentration mostly 20 µM; stimulated with dexamethasone, 1 µM; active compounds read low;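 active = plate z-score of nuclear minus cytoplasmic receptor signal below a set negative limit, without overly bright fluorescence or cell loss, cut at about -3.5 in these data, passing the limit was not always enough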;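 also: z-score of nuclear minus cytoplasmic ring GR-EGFP intensity difference per well; some compounds called inactive have numbers as strong as hits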
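medium = tetracycline-free induction medium containing charcoal-stripped FBS | also added = 1.0 µM final dexamethasone stimulus | schedule = 48 h induction, 1 h compound, 30 min dex at 37 °C | technique = fixed, Hoechst-stained cells imaged at 10x for EGFP | measure = GR-EGFP nuclear translocation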
M1AAP inhibition: malaria alanyl aminopeptidase activity blockers – biochemical, fluorogenic H-Leu-NHMec substrate, 1536-well (AID 1445); recombinant M1AAP, H-Leu-NHMec fluorogenic kinetic assay; higher % means a stronger effect; inhibition, % at 30 µM, or IC50 in µM where a hit was titrated; hit rate 0.42% among 220,000;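 active = primary inhibition above the hit cutoff, then over 50% inhibition at one or more dose response concentrations, cut at about 23% in these data, passing the limit was not always enough; inconclusive = conflicting primary data, or primary hits not chosen for dose response; inactive = low primary inhibition, or under 50% at every dose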;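 also: plate controls were DMSO full reaction for no effect and no enzyme background for full effect; strong numbers were not always called active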
AID2073: disruptors of CaV2.2 binding to Mint1 – biochemical, HTRF (AID 2073); HTRF protein-protein interaction, Mint1-CaV2.2; higher % means a stronger effect; hit rate 0.19% among 290,000; inhibition, % at 20 µM; hits with a dose series show IC50 in µM; in the data active = inhibition mostly above about 51%, no sharp cut-off; inconclusive = no clear call, values can overlap the other calls; inactive = mostly below about 53%; also: some results filed as inactive read as strong as hits
human PMI inhibition: MPI enzyme activity inhibition – biochemical, fluorescence intensity, coupled assay, primary screen (AID 1209); purified PMI enzyme, coupled fluorescence intensity; higher % means a stronger effect; inhibition, % at 20 µM; hits with a dose series show IC50 in µM; hit rate 0.42% among 190,000;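 also: plate controls were DMSO vehicle for no effect and wells lacking substrate for full effect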
LYP inhibition: PTPN22 lymphoid phosphatase activity blockers – biochemical, fluorescence intensity, uHTS (AID 1779); inhibition, % at 11.5 µM, or IC50 in µM where a hit was titrated; hit rate 0.054% among 290,000; recombinant LYP phosphatase, fluorescence intensity; higher % means a stronger effect;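 also: plate controls were vehicle with enzyme for no effect and no enzyme for full effect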
XIAP antagonists: small molecules displacing peptide from XIAP – biochemical, IAP family, fluorescence polarization (AID 1018); XIAP BIR domain, fluorescence polarization peptide displacement; higher % means a stronger effect; hit rate 0.007% among 200,000; one-dose displacement, % at 20 µM; IC50 in µM for titrated hits; in the data active = displacement above about 50%; also: a part of the inactive calls stands beside numbers as strong as those of hits
human PMI inhibitors: human PMI inhibitors, high substrate, primary screen, biochemical, fluorescence intensity, high mannose 6-phosphate (AID 1220); hit rate 0.66% among 190,000; recombinant PMI enzyme, coupled fluorescence intensity; higher % means a stronger effect; inhibition, % at 20 µM; hits with a dose series show IC50 in µM
Dynein cargo inh cytoplasmic EGFP: recorded beside Dynein cargo inh, whose call it bears; z-score; measured here: cytoplasmic GR-EGFP intensity; active compounds read high
Dynein cargo inh nuclear GR-EGFP: second read-out of Dynein cargo inh, no call of its own (marks repeat the call); z-score; measured here: nuclear GR-EGFP intensity;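 lower value marks the stronger effect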
Dynein cargo inh cell count: second read-out of Dynein cargo inh, no call of its own (marks repeat the call); z-score; measured here: cell count per field
Active calls of the source: *; ? = inconclusive; · = not tested or not shown. Rule as the data show it, unless noted: active = inhibition above about 50%; inactive = the rest.

M17LAP inhibition	Siah-1 displacement	Dynein cargo inh	Dynein cargo inh cytoplasmic EGFP	Dynein cargo inh nuclear GR-EGFP	Dynein cargo inh cell count	M1AAP inhibition	AID2073	human PMI inhibition	SMILES	LYP inhibition	XIAP antagonists	human PMI inhibitors
4%	-3%	0.26	0.0057	0.42	-0.95	3%	-5%	2%	Cc1cccc(N(C)C(=O)COc2cc(=O)n(C)c3ccccc23)c1	-10%	-2.3%	3%
1%	-4%	-0.27	-0.23	-0.13	0.31	-3%	-7%	6%	Nc1cc(C(=O)OCC(=O)NCC2CCCO2)ccc1Cl (stereo unspecified)	-8%	-0.7%	13%
5%	-6%	-1.5	-0.1	-0.52	0.91	3%	6%	3%	C/C(N)=C(/C#N)C(=O)COC(=O)CSc1ccc2ccccc2c1	-6%	-5.9%	0%
4%	-2%	-0.76	-0.24	0.23	0.072	5%	-2%	11%	CN(C)CCCOC(=O)c1ccc(Cl)cc1	2%	-3.7%	6%
1%	2%	-0.76	0.061	-0.14	-0.16	1%	-3%	11%	CC(OC(=O)C(NC(=O)c1ccco1)C(C)C)C(=O)Nc1ncc(Cl)cc1Cl (stereo unspecified)	-3%	-5.7%	7%
10%	1%	-0.43	-0.32	-0.14	0.3	0%	24%	1%	COC(=O)CC1=NN(c2nc(C)cc(C)n2)C(=O)C1	-10%	-0.9%	10%
2%	6%	-0.27	-0.21	-0.34	0.27	1%	-3%	-5%	CCC(=O)c1ccc(OCc2ccc(C(=O)OC)cc2)c(OC)c1	-1%	-5.6%	-1%
-16%	12%	-0.014	-0.24	-0.087	-0.19	-6%	2%	·	CC1=NN(C(=O)Cc2ccc([N+](=O)[O-])cc2)C(O)(C(F)(F)C(F)(F)F)C1 (stereo unspecified)	-3%	·	·
3%	-2%	-0.36	-0.22	-0.34	0.55	-2%	-6%	-1%	CCCCn1nnnc1SCC(=O)Nc1ccc2c(c1)OCO2	-2%	-4.5%	18%
7%	0%	-0.76	0.057	-0.35	0.38	0%	-4%	15%	CCCCn1c(SCC(=O)NCc2ccco2)nc2cc(S(N)(=O)=O)ccc21	-7%	-12%	6%

Single records, from the list above:
CN(C)CCCOC(=O)c1ccc(Cl)cc1 in the list: M17LAP inhibition: 4%; Siah-1 displacement: -2%; Dynein cargo inh: -0.76; Dynein cargo inh cytoplasmic EGFP: -0.24; Dynein cargo inh nuclear GR-EGFP: 0.23; Dynein cargo inh cell count: 0.072; M1AAP inhibition: 5%; AID2073: -2%; human PMI inhibition: 11%; LYP inhibition: 2%; XIAP antagonists: -3.7%; human PMI inhibitors: 6%
CCCCn1nnnc1SCC(=O)Nc1ccc2c(c1)OCO2 in the list: M17LAP inhibition: 3%; Siah-1 displacement: -2%; Dynein cargo inh: -0.36; Dynein cargo inh cytoplasmic EGFP: -0.22; Dynein cargo inh nuclear GR-EGFP: -0.34; Dynein cargo inh cell count: 0.55; M1AAP inhibition: -2%; AID2073: -6%; human PMI inhibition: -1%; LYP inhibition: -2%; XIAP antagonists: -4.5%; human PMI inhibitors: 18%

(continued)
M17LAP inhibition	Siah-1 displacement	Dynein cargo inh	Dynein cargo inh cytoplasmic EGFP	Dynein cargo inh nuclear GR-EGFP	Dynein cargo inh cell count	M1AAP inhibition	AID2073	human PMI inhibition	SMILES	LYP inhibition	XIAP antagonists	human PMI inhibitors
-8%	-1%	-0.047	-0.14	-0.25	-0.41	5%	-3%	-5%	Cc1cc(NC(=O)CSc2nccn2-c2ccc([N+](=O)[O-])cc2)no1	2%	-3.9%	4%
19%	8%	1.7	-0.24	0.83	-0.39	1%	-4%	1%	COc1ccc(NCc2nnc(SCC(=O)NCc3ccco3)n2-c2ccccc2OC)cc1	-7%	-3.5%	4%
9%	-4%	0.1	-0.26	0.17	0.62	0%	-10%	6%	C/C(CC(=O)Nc1ccc(N(C)C)cc1)=N\NC(=O)c1cnccn1	-3%	1.2%	7%
-3%	0%	2.5	-0.078	3.2	-1.1	-4%	-2%	-9%	CC(C)C(C)NC(=O)COc1ccc(S(=O)(=O)N2CCOCC2)cc1Cl (stereo unspecified)	-4%	-12%	-3%
-5%	9%	0.91	-0.15	0.47	-0.32	7%	12%	14%	CCOc1ccc(C2=NNC(c3cccs3)=Nc3ccc(OCC)cc32)cc1	6%	-1.8%	10%
-12%	1%	3.5	-0.00071	2.7	-1.5	12%	3%	4%	O=S(=O)(NCCc1csc(-c2cccnc2)n1)c1cccs1	-1%	-6.0%	-1%
4%	0%	-0.7	-0.22	0.44	0.044	-3%	-3%	-8%	C#CCCCCCCC#CCN(C)C	-7%	-2.6%	-8%
7%	-7%	-0.42	-0.29	0.13	-0.058	-1%	14%	9%	CC1Cc2ccccc2N1C(=O)COC(=O)CNC(=O)c1ccc(Br)o1 (stereo unspecified)	-4%	-2.9%	1%
11%	7%	-0.64	0.1	-0.25	0.95	2%	9%	·	CC(=O)Nc1ccc2nsnc2c1	-6%	·	·
-5%	-2%	-0.55	-0.14	0.42	0.75	4%	-22%	2%	Cc1cccc(N=C2NN=C(c3ccc4c(c3)OCCO4)CS2)c1	-4%	-1.2%	0%
0%	-3%	-0.49	-0.06	-0.059	0.6	7%	10%	-4%	Cc1cccc(Nc2nnc(SCC(=O)NCc3cccs3)s2)c1	0%	-1.4%	2%
4%	-1%	-0.083	-0.23	0.19	0.29	4%	-9%	4%	CC1(C)CC(=O)C=C(Nc2ccc3c(c2)OCCO3)C1	11%	0.9%	2%
0%	-2%	0.94	-0.26	0.51	-0.27	4%	1%	·	Cc1ccc2c(-c3ccc([N+](=O)[O-])cc3)cc(=O)[nH]c2c1	0%	·	·
-6%	4%	0.12	-0.16	0.2	-0.36	-3%	30%	-1%	Cc1nc(NC(=O)/C=C/c2ccccc2)sc1C(=O)Nc1cccc(Cl)c1	0%	-5.0%	-6%
-1%	-1%	0.13	-0.15	0.031	-1	-1%	-5%	18%	O=C(COc1ccc(Cl)cc1)NCCSCc1cccc(Cl)c1	-3%	-6.1%	13%
-3%	2%	-0.75	-0.13	-0.42	0.74	-1%	3%	6%	COc1ccc(CC(=O)NCC2(N3CCCCC3)CCCCC2)cc1	-6%	-11%	13%
10%	-2%	-0.71	-0.33	-0.011	0.88	5%	1%	2%	CN(NC(=O)c1ccc(Cl)cc1Cl)C1=NS(=O)(=O)c2ccccc21	-4%	-1.9%	3%
3%	5%	-0.22	-0.12	0.024	0.093	-1%	-5%	9%	O=C1CC(N2CCN(Cc3ccccc3)CC2)C(=O)N1c1ccccc1 (stereo unspecified)	-7%	-1.8%	2%
18%	-3%	-2.5	1.5	-0.87	-1.8	8%	59%	-9%	Cc1ccc(-c2csc3ncn(-n4c(C)ccc4C)c(=O)c23)o1	6%	-2.8%	-12%
?	5%	-0.56	-0.25	0.24	0.27	?	0%	-26%	CC(C)C[C@@H]1NC(=O)[C@H](C(C)C)NC(=O)c2cc([N+](=O)[O-])cc(I)c2OCC[C@@H](C(N)=O)NC1=O	-6%	-8.6%	-14%
4%	7%	0.73	-0.28	0.51	-0.01	0%	-6%	4%	O=c1c2ccccc2[nH]c(=S)n1CCC1=CCCCC1	-1%	-6.2%	-6%
16%	1%	-0.37	-0.19	0.12	0.18	0%	6%	-2%	COc1cc(NC(=O)CN2C(=O)NC(C)(CCC(C)C)C2=O)cc(OC)c1 (stereo unspecified)	-2%	-6.7%	5%
5%	8%	-1.4	-0.14	-0.21	1.3	12%	9%	18%	O=C(O)c1ccccc1C(=O)Nc1ccc(Oc2cccc3ccccc23)cc1	-2%	-3.2%	17%
-12%	0%	1.5	-0.25	1.3	-0.77	4%	4%	·	COc1ccc(CCN(C)C2CC(=O)N(c3ccccc3)C2=O)cc1OC (stereo unspecified)	-12%	·	·
20%	7%	-0.15	-0.21	-0.1	0.16	12%	0%	-13%	O=C(O)CCSc1nnc(COc2cccc3ccccc23)n1-c1cccc(Cl)c1	-4%	-4.0%	-4%
6%	10%	-2.3	1.1	-1.5	-0.56	16%	10%	-29%	COC(=O)CSc1nc(N)c2c3c(sc2n1)C(c1ccccc1)SC(c1ccccc1)C3 (stereo unspecified)	-4%	-5.9%	-59%
19%	-2%	2	-0.099	0.81	-1.2	0%	4%	-13%	Cc1ccc(/C=C(\C#N)C(=O)NCCN2CCOCC2)cc1	-3%	-8.7%	-7%
-3%	6%	0.41	-0.32	-0.08	-0.73	-4%	-3%	-13%	CCN(CC)S(=O)(=O)c1ccc(/C=C/C(=O)O)cc1	-2%	0.1%	0%
13%	-10%	-0.58	-0.31	-0.61	0.51	2%	5%	2%	Cc1ccc(C2(C)NC(=O)N(CC(=O)NCc3cccs3)C2=O)cc1 (stereo unspecified)	-5%	-2.6%	5%
8%	-5%	-0.6	-0.38	-0.82	1	10%	24%	24%	Oc1ccc(N2CCN(c3ncnc4sc(-c5ccccc5)cc34)CC2)cc1	13%	-17%	36%
10%	5%	-0.56	-0.31	-0.098	0.048	6%	11%	2%	Cc1nc2ncnn2c(C)c1CCC(=O)N1CCN(C(=O)c2ccco2)CC1	-3%	-18%	4%
4%	3%	-0.55	-0.24	-0.52	0.14	4%	9%	2%	CC1CCc2c(sc3nc(CN4CCOCC4)nc(N4CCc5ccccc5C4)c23)C1 (stereo unspecified)	10%	-4.0%	7%
18%	-4%	0.86	-0.25	0.44	0.62	10%	2%	7%	COc1ccc(-c2nn(-c3ccccc3)cc2C(=O)O)cc1OC	-10%	-7.9%	2%
-4%	-6%	-0.23	-0.29	-0.15	0.84	3%	8%	-2%	O=C(CN1C(=O)NC(Cc2c[nH]c3ccccc23)C1=O)Nc1cccc(S(=O)(=O)N2CCCC2)c1 (stereo unspecified)	0%	-3.9%	0%
-6%	-4%	-0.91	-0.21	-0.19	-0.071	6%	-7%	3%	Nc1nc(-n2cnnc2)nn1-c1ccccc1	0%	-3.0%	5%
-6%	2%	-1.7	2.2	-0.64	-3.5	9%	5%	5%	CCOC(=O)C1=C(C)N=C2SC(C)C(=O)N2C1c1cccc(F)c1 (stereo unspecified)	1%	-3.8%	1%
5%	-1%	-0.79	-0.43	-0.49	0.45	0%	10%	1%	CCCOc1ccc(C2C(C(=O)c3ccco3)=C(O)C(=O)N2CCCn2ccnc2)cc1 (stereo unspecified)	-8%	-0.9%	-12%
13%	0%	0.93	-0.3	0.77	0.24	15%	-4%	23%	COc1ccc(C(=O)N/N=C/c2c(C)[nH]c(=O)[nH]c2=O)cc1	8%	-0.6%	31%
-2%	-1%	-0.21	-0.22	0.38	-0.36	-4%	4%	4%	COc1ccc(OCC(=O)NCCC2=CCCCC2)c([N+](=O)[O-])c1	-5%	-4.3%	5%
